Screening data deposited in PubChem by The Scripps Research Institute Molecular Screening Center.
Tn6 DDE FP: inhibitors of Tn6 peptide binding to human fibrin DD(E). P02675. Fibrin DD(E) TRITC-Tn6 fluorescence polarization displacement. inhibition, % at 8.3 µM. 0.21% of 370,000 active;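 active = inhibition above a per-campaign cutoff: mean of compounds within control limits plus 3 SD, cut at about 15% in these data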;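 note: 0% = median of all compound wells on the plate and 100% = blocking peptide control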
ADAM17 inh: ADAM17 inhibition, QFRET primary screen; 0.83% of 370,000 active; AID 720648; recombinant ADAM17, EDANS/DABCYL FRET peptide cleavage; inhibition, % at 6.95 µM;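 active = inhibition above the mean of compounds lying between control limits plus 3 SD, set per campaign, cut at about 8.5% in these data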;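 note: 0% = DMSO-only wells as the low control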
TDP2 inh: TDP2 (human) inhibition, absorbance primary screen; O95551; recombinant TDP2, T5PNP hydrolysis, p-nitrophenol absorbance 415 nm; inhibition, % at 12.8 µM; 0.34% of 370,000 active;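 active = inhibition above the mean of all tested compounds plus 3 SD, set per campaign, cut at about 25% in these data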;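 note: 0% = DMSO with enzyme and 100% = buffer with substrate but no TDP2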
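Incubation: 2 h at 37 °C; Test system: recombinant human TDP2; Quantity: enzyme 120 nM; Read-out basis: percent inhibition; Medium: 50 mM Tris-HCl pH 7.5 with Mg2+, KCl, DTT, BSA; Repeats: single replicate; Compound: 12.8 µM single point, 1% DMSO; Signal: epi absorbance; Reagent: 5 mM T5PNP chromogenic substrate; Benchmarks: no-enzyme high, DMSO-plus-enzyme low.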
ADAM10 inh: inhibitors of human ADAM10 | recombinant ADAM10, EDANS/DABCYL FRET peptide cleavage, 3 h | inhibition, % at 7 µM | 0.62% of 370,000 active | O14672 | AID 720582;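 active = inhibition above a per-campaign cutoff equal to the mean of compounds falling between control-based bounds plus 3 SD, cut at about 20% in these data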;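 note: 0% = DMSO wells while the 100% control is not disclosed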
Target sequence (O14672 214-748 limits assumed): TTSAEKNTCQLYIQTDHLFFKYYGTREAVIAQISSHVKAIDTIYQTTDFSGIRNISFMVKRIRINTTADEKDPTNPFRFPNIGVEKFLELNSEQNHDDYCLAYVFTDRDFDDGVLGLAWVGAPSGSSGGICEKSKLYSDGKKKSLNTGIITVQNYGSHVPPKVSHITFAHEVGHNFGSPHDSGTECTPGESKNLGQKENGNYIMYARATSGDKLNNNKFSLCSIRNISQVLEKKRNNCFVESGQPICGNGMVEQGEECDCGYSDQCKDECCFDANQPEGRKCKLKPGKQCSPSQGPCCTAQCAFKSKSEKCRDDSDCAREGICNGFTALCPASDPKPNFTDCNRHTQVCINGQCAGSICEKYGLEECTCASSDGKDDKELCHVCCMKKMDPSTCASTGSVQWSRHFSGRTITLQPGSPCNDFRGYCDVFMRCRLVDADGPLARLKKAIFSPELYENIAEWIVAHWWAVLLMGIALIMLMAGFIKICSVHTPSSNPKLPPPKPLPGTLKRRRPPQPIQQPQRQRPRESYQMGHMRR
PLCg1 inh: blocks human PLC-gamma1 enzyme activity. P19174. purified PLC-gamma1, fluorogenic substrate, fluorescence. inhibition, % at 12.2 µM. 0.84% of 370,000 active. AID 720700; in the data active = inhibition above about 9.5%
ASAP1 GAP inh: ASAP1 ArfGAP inhibition; Q9ULH1; ASAP1-stimulated ARF1 GTP hydrolysis, GDP FP detection; inhibition, % at 16.5 µM; 0.19% of 360,000 active; in the data active = inhibition above about 25%;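 note: 0% = vehicle with enzyme and substrate and 100% = no enzyme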
Target sequence (Q9ULH1 325-724 limits assumed): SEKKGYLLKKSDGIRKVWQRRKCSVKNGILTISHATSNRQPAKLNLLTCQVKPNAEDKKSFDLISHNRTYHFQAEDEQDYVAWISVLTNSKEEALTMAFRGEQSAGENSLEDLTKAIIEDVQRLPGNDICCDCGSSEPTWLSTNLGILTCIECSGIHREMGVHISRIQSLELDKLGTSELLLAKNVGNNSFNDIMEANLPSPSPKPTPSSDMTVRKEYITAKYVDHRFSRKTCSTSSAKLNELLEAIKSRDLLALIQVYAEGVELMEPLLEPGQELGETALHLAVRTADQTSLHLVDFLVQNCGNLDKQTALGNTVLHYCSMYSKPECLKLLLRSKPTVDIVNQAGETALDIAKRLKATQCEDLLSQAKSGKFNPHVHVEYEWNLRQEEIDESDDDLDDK
KLK7 zymogen act: activators of human kallikrein-7 zymogen; P49862; purified proKLK7, EDANS-DABCYL substrate fluorescence; 100% is mature enzyme control, 0% vehicle; activation, % at 7 µM; 0.9% of 370,000 active; AID 652039;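 active = activation above the mean of all tested compounds plus 3 SD, computed per campaign excluding outliers beyond control limits, cut at about 13% in these data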
LEDGF integ inh: blocks HIV-1 LEDGF/p75-dependent DNA integration | TR-FRET IN-LEDGF/p75 DNA integration, Eu/Cy5 | inhibition, % at 3.7 µM | 0.64% of 370,000 active | AID 743269;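 active = inhibition above the screen-wide mean plus 3 SD, cut at about 13% in these data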;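 note: signal is the Cy5 over europium emission ratio at 671 and 618 nm; 0% = plate median of compound wells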
DDE Tn7 FP inh: disrupts Tn7 cyclic peptide binding to fibrin D-Dimer-E complex; P02675; FP displacement of FITC-Tn7 peptide from fibrin DD(E); 0% = median of compound wells per plate; inhibition, % at 8.3 µM; 0.13% of 370,000 active;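 active = inhibition above the mean of compounds falling within the control limits plus 3 SD of them, cut at about 14% in these data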;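 note: 0% = plate median of compound wells and 100% = 10 µM Aha-Tn7 peptide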
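Assay system: Human fibrin DD(E) protein | Medium: Tris buffer with calcium and detergent, pH 7.8 | Reagent: 0.1 µM fluorescent Tn7 | Compound dosing: Single point at 8.3 µM | Times: 10 min preincubation, 3 h with tracer, room temperature | Detection: Fluorescence polarization of the labelled Tn7 tracer | Controls: Aha-Tn7 high control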
ARFGAP1 inh: inhibits rat ARF GTPase activating protein 1; Q62848; Arfgap1-stimulated ARF1 GTP hydrolysis, GDP FP detection; inhibition, % at 16.5 µM; 0.26% of 360,000 active;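 active = inhibition above a per-plate limit, mean inhibition of low control wells plus 3 SD, cut at about 25% in these data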;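 note: 0% = DMSO wells with enzyme and 100% = wells lacking Arfgap1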
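Assay system: Rat Arfgap1 GAP domain (His6, aa 1-136), purified enzyme | Buffer or medium: HEPES 25 mM pH 7.5, NaCl 150 mM, MgCl2, DTT | Schedule: GTP hydrolysis reaction 2 h at 25 °C | Signal: FP of antibody-bound GDP Alexa 633 tracer, ex 620/em 688 nm | Measure: Percent inhibition of Arfgap1-stimulated GTP hydrolysis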
The depositor's hits bear a star; i = inactive; · = not tested or not shown; & = joins results of further samples.

cpd	SMILES	Tn6 DDE FP	ADAM17 inh	TDP2 inh	ADAM10 inh	PLCg1 inh
1	COc1ccccc1C(=O)Nc1nc(-c2ccc(S(=O)(=O)N3CCOCC3)cc2)cs1	-6	3	-1	-8	-22
2	Cc1c([N+](=O)[O-])c([N+](=O)[O-])nn1CC(=O)NCc1cccnc1	5	-4	2	-3	3
3	CN(CC(=O)Nc1ccc(Cl)c(C(F)(F)F)c1)C(=O)C1CCCO1 (stereo unspecified)	4	-2	6	1	0
4	O=C(Nc1cccc2c1C(=O)NC2=O)c1ccccc1[N+](=O)[O-]	4	-9	9	-17	-31
5	CCOc1ccccc1CN1C(=O)c2ccccc2C1C(=O)NCC1CCCO1 (stereo unspecified)	8	-1	13	2	0
6	CCCCN=C1C([N+](=O)[O-])=CC=C2C1=NC1(CCCCC1)N2O	4	0	-12	7	5
7	CN(CC(=O)Nc1cccc(F)c1)C(=O)c1cn2ccccc2n1	0	1	3	-9	2
8	Cc1ccc(Cc2c(C3CCCCC3)nc3ccc(C)cn23)cc1	-3	-15	9	-47	-8
9	COCCOC(=O)C1=C(C)NC(=O)N(C(C)=O)C1c1ccc(Cl)cc1 (stereo unspecified)	-12	-1	13	6	2
10	CCCCOc1ccc(C(C)NC(=O)C2CCCN(S(=O)(=O)CC)C2)cc1 (stereo unspecified)	3	-1	15	-8	2
11	Oc1ccc(-c2nc3ccccc3nc2-c2ccc(O)cc2O)c(O)c1	-13	0	-6	-12	1
12	COc1ccc(NC(=S)c2ccc(N(C)C)cc2)cc1	-1	-17	3	-39	-4
13	CCCOc1ccc(S(=O)(=O)NCc2ccc(OC)cc2)cc1	-5	-1	-5	-1	-3
14	O=C(CN1CCCc2ccccc21)Nc1ccccc1[N+](=O)[O-]	-8	3	-15	4	5
15	Cc1ccccc1NS(=O)(=O)c1ccc(C(=O)N2CCCCCCC2)cc1	-7	1	-8	4	1

cpd	ASAP1 GAP inh	KLK7 zymogen act	LEDGF integ inh	DDE Tn7 FP inh	ARFGAP1 inh
1	-14	-13	-1	1	7
2	13	-0.2	2	3	-9
3	-7	0.1	1	-1	-9
4	1	-1.5	-4	4	2
5	-13	0.3	-2	-2	-4
6	8	-0.7	-1	0	5
7	6	-0.3	0	-4	-1
8	-2	0.1	0	-5	4
9	-7	-0.1	6	5	15
10	8	0.7	1	-2	6
11	4	0.3	-5	4	9
12	-16	0.4	-4	6	9
13	0	0.3	0	3	-3
14	-2	-0.6	6	3	2
15	8	0.6	3	-2	-3

(listing goes on)
cpd	SMILES	Tn6 DDE FP	ADAM17 inh	TDP2 inh	ADAM10 inh	PLCg1 inh
16	O=C1c2ccccc2[C@@H]2C[C@@H](O)[C@H](Nc3cccc4ccccc34)CCN12	-2	-6	24	-33	-15
17	Cc1[nH]c2ccc(C(=O)N3CCCCC3)cc2c1C	-12	-3	-17	-4	-3
18	O=S(=O)(c1ccccc1)N1CCN(S(=O)(=O)N2CCCCC2)CC1	1	0	4	2	0
19	O=C(COC(=O)C1CCCN1C(=O)c1cccs1)Nc1ccc2c(c1)OCO2 (stereo unspecified)	-3	-5	4	-14	-2
20	Cc1cc2nc(SCC(=O)Nc3nonc3C)c3c(c2cc1C)CCCC3	2	-3	17	0	0
21	O=C(O)c1cc(N=Cc2c(O)c3ccccc3oc2=O)ccc1O	0	-33	13	-92	i
22	CN(C)/C=C(\C=O)c1c(Cl)cccc1Cl	9	-1	-1	0	-1
23	Cc1ccc2[nH]c(C(=O)Nc3ccc(F)cc3)cc2c1	7	-1	7	-1	-2
24	C=CCN1[C@@H](CC(C)C)COc2cccc(F)c2S1(=O)=O	2	-4	-4	3	1
25	Cc1cccc(C)c1-c1ccc(CN2C(CC(C)C)C(=O)N(Cc3cn(CCO)nn3)CCS2(=O)=O)cc1 (stereo unspecified)	4	8	-8	22*	-1
26	COc1ccc(C(=O)NC2CC2)cc1OC1CCN(Cc2ccc(F)cc2F)CC1	-4	-4	1	-7	0
27	COC(=O)[C@@]1(Cc2ccccc2)[C@H]2C(=O)N(Cc3ccccc3)C(=O)[C@H]2[C@H]2CN=C(SCC3CC3)N21	5	0	-2	9	-2
28	COC(=O)C(C)n1cnc2c(nnn2Cc2ccc(Cl)cc2)c1=O (stereo unspecified)	6	-2	9	-2	0
29	Cc1ccc(OCC(=O)Nc2ccc(CN3CCOCC3)cc2)cc1C	-2	2	-25	5	4
30	COc1cc(NC(=O)c2cc3sccc3n2C)cc(OC)c1	-2	0	2	2	-2

cpd	ASAP1 GAP inh	KLK7 zymogen act	LEDGF integ inh	DDE Tn7 FP inh	ARFGAP1 inh
16	-4	-0.1	8	-4	5
17	-3	-0.6	4	-6	12
18	-6	0.1	-2	-1	-9
19	10	-0.6	3	2	6
20	1	-0.4	0	-1	-14
21	-5	150*	-2	3	-15
22	-2	-0.1	-2	4	-7
23	3	0.5	1	-1	-2
24	·	-0.3	0	5	·
25	3	0.1	-3	0	-9
26	1	-0.5	-2	-6	-4
27	5	0.0	2	5	0
28	3	0.1	-1	6	-3
29	-4	0.7	1	-3	-8
30	-2	0.8	10	4	-1

Additional compounds.
cpd	SMILES	Tn6 DDE FP	ADAM17 inh	TDP2 inh	ADAM10 inh	PLCg1 inh
31	Cc1cc(C)n(CCN(C)C(=O)CCc2nnc(CCC3CCCCC3)o2)n1	3	-6	3	0	-3
32	O=C(CSc1nc2ccc([N+](=O)[O-])cc2[nH]1)NC1CCCC1	6	-1	-6	2	0
33	Cc1c(Cl)cccc1NC(=O)CCC(=O)NNC(=O)c1ccccc1	-1	-3	2	-3	4
34	CC(C)N(C(=S)Nc1ccc(S(=O)(=O)N2CCOCC2)cc1)c1ccccc1	1	-1	8	-4	-3
35	O=c1cc(N2CCc3ccccc3C2)[nH]c(=O)n1-c1ccccc1Cl	2	-6	5	-19	-18
36	Cc1ccc(/C=N/NC(=O)c2cccc(NC(=O)c3ccccc3C)c2)o1	-1	0	6	3	2
37	CC(=O)c1cccc(NC(=O)Cc2ccc3c(c2)CCCC3)c1	3	2	10	9	0
38	O=C(c1ccco1)N1CCN(C(=O)c2ccc(Br)o2)CC1	6	-5	0	-9	-1
39	O=C(CSc1ncccn1)NNC(=O)c1ccccc1	-4	-7	-3	-10	0
40	Cc1cc(C(=O)OCC(=O)NC(=O)c2cccn2C)c2ccccc2n1	5	-8	10	-17	-7
41	COc1cccc(CC(=O)OCC(=O)NC2CCCCCC2)c1	-2	1	-6	-5	0
42	O=C(NNS(=O)(=O)c1ccc([N+](=O)[O-])cc1)C(=O)Nc1cccc(C(=O)O)c1	-2	-4	-10	-3	0
43	O=C(CNCc1ccc(Cl)cc1)Nc1ccc(C(=O)N2CCCCC2)cc1	1	2	-7	-1	3
44	CC(=O)Nc1ccc(S(=O)(=O)N2CCCC2C(=O)Nc2ccc(F)cc2)cc1 (stereo unspecified)	-11	-3	-2	-4	-1
45	CCCCOc1cc(C(=O)NCCN(CC)CC)c2ccccc2n1	0&3	-27&-14	5&-6	-73&-47	-9&-4

cpd	ASAP1 GAP inh	KLK7 zymogen act	LEDGF integ inh	DDE Tn7 FP inh	ARFGAP1 inh
31	5	0.2	2	1	8
32	-7	0.5	-5	4	6
33	-12	-0.3	-1	1	12
34	7	0.5	-1	-3	-9
35	7	0.6	2	3	0
36	4	0.0	3	-1	-2
37	12	0.2	0	8	-5
38	4	-0.2	-5	1	-3
39	1	0.3	5	-2	6
40	10	-0.2	-2	-2	-3
41	4	-0.9	1	0	5
42	-9	0.0	2	-3	2
43	11	-0.5	1	-15	6
44	15	0.2	1	8	-1
45	-11&-2	2.6&2.4	-1&2	3&1	-8&-9

Single records, as listed above.
O=c1cc(N2CCc3ccccc3C2)[nH]c(=O)n1-c1ccccc1Cl as listed: Tn6 DDE FP: 2; ADAM17 inh: -6; TDP2 inh: 5; ADAM10 inh: -19; PLCg1 inh: -18; ASAP1 GAP inh: 7; KLK7 zymogen act: 0.6; LEDGF integ inh: 2; DDE Tn7 FP inh: 3; ARFGAP1 inh: 0
O=C(c1ccco1)N1CCN(C(=O)c2ccc(Br)o2)CC1 as listed: Tn6 DDE FP: 6; ADAM17 inh: -5; TDP2 inh: 0; ADAM10 inh: -9; PLCg1 inh: -1; ASAP1 GAP inh: 4; KLK7 zymogen act: -0.2; LEDGF integ inh: -5; DDE Tn7 FP inh: 1; ARFGAP1 inh: -3
O=C(CSc1ncccn1)NNC(=O)c1ccccc1 as listed: Tn6 DDE FP: -4; ADAM17 inh: -7; TDP2 inh: -3; ADAM10 inh: -10; PLCg1 inh: 0; ASAP1 GAP inh: 1; KLK7 zymogen act: 0.3; LEDGF integ inh: 5; DDE Tn7 FP inh: -2; ARFGAP1 inh: 6

Rows are unselected; about 4.2% have a hit in one of these screens.
